# BRCA1 expr act: BRCA1 expression activation; MCF7-BRCA1-FFLuc reporter, luminescence, 48 h; response scale: scaled: vehicle 0%, 10 µM genistein 100%; Potency, µM (highest dose often 46.1 µM), for the others: at the highest dose activation, most hits filed as activators; 1.1% of 380,000 active; further: nearly all actives have a fitted effect of over 80% in size; some results filed as inactive show a strong effect at the top dose
#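 Reporter cells (MCF7, BRCA1 promoter-firefly luciferase) received library compounds across a concentration series for 48 h. End-point luminescence was measured and concentration-effect curves derived after normalization.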
# Gal4-VP16 FLuc: counter-screen for ROR gamma inhibitors: Gal4-VP16 reporter | Potency, µM (titrated, usually from 53.6 µM), without a hit: at the highest dose activity, negative = inhibition, most hits filed as inhibitors | AID 2546 | 3.5% of 310,000 active | Drosophila S2 Gal4-VP16 UAS-luciferase, luminescence, 20 h;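 further: Gal4-VP16 expression switched on by copper sulfate through the metallothionein promoter; on the % scale 0 is the no-effect control and ±100 the full control effect; nearly all actives have a fitted effect of over 50% in size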
# NPC1 promoter act: activates the NPC1 promoter; Huh7 NPC1 promoter luciferase reporter, 24 h; 2.4% of 320,000 active; Potency, µM (doses to about 9.22 µM), inactives show at the highest dose activation, most hits filed as activators;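 further: % of control where 0% means no effect; nearly all actives have a fitted effect of over 60% in size; reporter is driven by a mutant NPC1 promoter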
#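 Huh7 reporter cells (NPC1 promoter driving luciferase) are dosed with compound for 24 h at 37 °C, 5% CO2; luciferase detection reagent is then added and luminescence measured after 10 min at ambient temperature.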
# Rab9 promoter act: activators of Rab9 promoter | Huh7 Rab9 promoter-luciferase reporter, luminescence, 24 h | Potency, µM (top dose mostly 9.22 µM), for the others: top-dose activation, negative = inhibition, actives largely listed as activators | 2.8% of 320,000 active | AID 485297; further: % of control where 0% means no effect; nearly all actives have a fitted effect of over 60% in size
#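 Huh7 cells stably carrying Rab9 promoter–luciferase reporter, plated 1500 cells/well, compound added after 2 h and incubated 24 h at 37 °C; luciferase luminescence then read after 10 min with detection reagent.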
# uPA surface inh: cell surface uPA generation inhibition | cell surface uPA generation assay, qHTS | Potency, µM (doses to about 38.3 µM), inactives show top-dose activity change, negative = inhibition, usual class: inhibitors | 0.31% of 330,000 active; active means well fitted inhibition curve with a large enough effect; inconclusive means small, poorly fitted or top-dose-only effect; inactive means no such curve, though single readings can be large or run the other way; tested in mouse RAW 264.7 cells; further: on the % scale 0 is the no-effect control and ±100 the full control effect; nearly all actives have a fitted effect of over 55% in size
# MBNL1-CUG inh: inhibitors of human MBNL1 binding to CUG repeat RNA; AID 2675; Potency, µM (doses to about 57.5 µM), inactives show top-dose activity change, negative = inhibition, most hits filed as inhibitors; TR-FRET MBNL1-His/biotin-(CUG)12 binding, 665/545 ratio; 0.036% of 280,000 active; active means well fitted inhibition curve with a large enough effect in the signal ratio, with a control signal flat, not every such curve was filed as active; inconclusive means small, poorly fitted or top-dose-only effect, or effect the other way, or a change in a side signal; inactive means no such curve, though single readings can be large or run the other way; the % refers to the signal ratio; further: on the % scale 0 is the no-effect control and ±100 the full control effect
# Target sequence (Q9NR56 whole entry, looked up): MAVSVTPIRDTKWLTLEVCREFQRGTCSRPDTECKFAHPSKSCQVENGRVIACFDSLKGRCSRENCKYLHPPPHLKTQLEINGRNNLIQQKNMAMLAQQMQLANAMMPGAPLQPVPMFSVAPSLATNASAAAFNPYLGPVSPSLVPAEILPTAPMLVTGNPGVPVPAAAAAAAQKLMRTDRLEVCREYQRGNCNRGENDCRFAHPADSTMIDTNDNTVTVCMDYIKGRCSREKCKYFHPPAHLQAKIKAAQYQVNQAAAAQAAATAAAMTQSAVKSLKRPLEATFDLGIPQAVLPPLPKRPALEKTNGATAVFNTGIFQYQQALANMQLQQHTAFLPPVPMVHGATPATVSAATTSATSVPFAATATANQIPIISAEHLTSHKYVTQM
#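 Inhibition of protein-RNA binding appears as loss of TR-FRET between terbium anti-His antibody on MBNL1-His and streptavidin-XL665 on biotin-(CUG)12. Activity is normalized to buffer-only and uninhibited-complex controls.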
# p53 reactivation: mutant p53 re-activation in reporter cells. H1299 p53-A138V BP100-luciferase reporter, luminescence, 24 h. Potency, µM (doses to about 92.2 µM), for inactives: top-dose activity change, positive = activation, actives largely listed as activators. 0.063% of 320,000 active. AID 504706; further: % of control where 0% means no effect; nearly all actives have a fitted effect of over 45% in size
#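 p53-null H1299 cells stably carrying temperature-sensitive p53-A138V and a BP100-luciferase reporter were pinned with compounds (4-point, 1:5 series) and held 24 hrs at 37 deg C. Luminescence was read 10 min after detection reagent.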
# FLuc modulator: firefly luciferase modulation, counter-screen for miR-21 project. P08659. purified FLuc, Km substrates, luminescence inhibition. Potency, µM (highest dose often 57.5 µM), for the others: at the highest dose activity change, negative = inhibition, hits mostly inhibitors. 6.9% of 360,000 active. AID 588342;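 further: plate controls were vehicle for no effect and reference inhibitor for full effect; nearly all actives have a fitted effect of over 55% in size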
# Target sequence (P08659 whole entry, looked up): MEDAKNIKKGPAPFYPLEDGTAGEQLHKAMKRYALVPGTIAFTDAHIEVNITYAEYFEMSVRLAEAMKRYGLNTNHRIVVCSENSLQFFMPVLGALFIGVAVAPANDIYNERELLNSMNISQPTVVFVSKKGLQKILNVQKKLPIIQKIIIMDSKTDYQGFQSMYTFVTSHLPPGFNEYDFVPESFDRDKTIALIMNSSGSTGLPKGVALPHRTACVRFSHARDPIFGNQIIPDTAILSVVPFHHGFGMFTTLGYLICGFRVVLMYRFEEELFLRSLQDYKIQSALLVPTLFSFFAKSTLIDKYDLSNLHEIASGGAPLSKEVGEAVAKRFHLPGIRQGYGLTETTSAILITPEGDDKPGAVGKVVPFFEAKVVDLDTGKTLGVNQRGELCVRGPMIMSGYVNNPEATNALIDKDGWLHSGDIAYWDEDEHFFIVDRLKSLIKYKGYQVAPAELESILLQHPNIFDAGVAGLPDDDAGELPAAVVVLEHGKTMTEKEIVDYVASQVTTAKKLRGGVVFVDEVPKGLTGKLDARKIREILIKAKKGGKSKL
#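 Biochemical qHTS of compounds, final roughly 60 µM downward over six points, against 10 nM purified firefly luciferase using Km concentrations of substrates (10 uM D-luciferin, 10 uM ATP) in Tris acetate pH 7.5 buffer; luminescence output.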
# ELG1 genotoxic: induces genotoxicity in HEK293T cells with luciferase-tagged ELG1. HEK293T ELG1-luciferase reporter, luminescence, 16 h. Potency, µM (top dose mostly 46 µM), for the others: at the top dose activity change, positive = activation, actives largely listed as activators. 1.3% of 330,000 active. AID 504466; further: % of control where 0% means no effect; nearly all actives have a fitted effect of over 60% in size
#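 DMSO vehicle served as control against compound-treated ELG1-luciferase HEK293T cells; exposure lasted 16 hr at 37 °C and 5% CO2, followed by ONE-Glo luminescence detection after 30 min.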
# MLL CXXC-DNA inh: MLL CXXC-DNA interaction inhibition; Q03164; MLL-CXXC / FITC-HOXA9 DNA fluorescence polarization; 0.037% of 290,000 active; AID 2662; Potency, µM (highest dose often 115 µM), inactives show at the highest dose activity change, negative = inhibition, hits mostly inhibitors; active means well fitted inhibition curve with a large enough effect in the polarisation, with a control signal flat, not every such curve was filed as active; inconclusive means small, poorly fitted or top-dose-only effect, or effect the other way, or a change in a side signal; inactive means no such curve, though single readings can be large or run the other way; the % refers to the polarisation
#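 Fluorescence polarization: 7 uM MLL-CXXC (stock) preincubated 5 min with compounds, then 50 nM fluorescein-HOX-A9 DNA (stock) added; 30 min ambient. Buffer 50 mM Tris-HCl pH 7.5, 50 mM NaCl, 1 mM DTT, 0.05% BSA.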
# RORg inh: inhibitors of mouse ROR gamma transcriptional activity; P51450; Drosophila S2 Gal4-RORgamma UAS-luciferase reporter, 20 h; Potency, µM (titrated, usually from 53.6 µM), for the others: at the highest dose activity change, negative = inhibition, usual class: inhibitors; 5.4% of 310,000 active; AID 2551; further: on the % scale 0 is the no-effect control and ±100 the full control effect; nearly all actives have a fitted effect of over 60% in size
#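 Stably transfected Drosophila Schneider cells are the test system, with ROR gamma fused to Gal4 and luciferase under UAS control; luminescence is read after 20 hr of 700 uM copper sulfate induction at ambient temperature.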
# The depositor's hits bear a star; u = inconclusive; x = not tested or not shown; [ ] = remark or other dose. Unless noted, the call rests on the fitted dose curve; in most records, active means well fitted curve in the direction sought with a large enough effect; inconclusive means small, poorly fitted or top-dose-only effect, or another doubt; inactive means no such curve, though single readings can be large; an effect the other way counts as inactive or inconclusive. Potency means the concentration at half of the fitted maximal effect.
SMILES,BRCA1 expr act,Gal4-VP16 FLuc,NPC1 promoter act,Rab9 promoter act,uPA surface inh,MBNL1-CUG inh,p53 reactivation,FLuc modulator,ELG1 genotoxic,MLL CXXC-DNA inh,RORg inh
O=C(NCc1ccco1)C1CCCN1C(=O)Nc1cccc(Cl)c1 (stereo not drawn),-35.4%,-4.3%,3.7%,5.4%,9.4%,-18.9%,8.4%,u,0.2%,-2.5%,39.2%
COc1ccc(C2CN=NC23CCCc2ccccc2C3=O)cc1 (stereo not drawn),-69.9%,9.7%,-1.0%,-0.9%,-15.1%,-12.3%,8.4%,-17.7%,-3.7%,13.9%,u
Cc1ccc(NC(=O)Cc2n[nH]c(=O)c3ccccc23)cc1S(=O)(=O)N1CCCCCC1,-58.2%,x,-8.3%,-11.4%,-8.1%,x,-3.6%,11.2%,-1.7%,x,x
Cn1c(=O)cc(SCC(=O)N2CCN(c3ccccn3)CC2)c2ccccc21,-36.0%,-12.4%,-1.0%,1.6%,-2.5%,9.6%,-7.8%,-0.1%,2.3%,-7.2%,-1.9%
Cc1nc(-c2ccccc2)sc1C1(C)CC(c2cccc([N+](=O)[O-])c2)=NO1 (stereo not drawn),9.7%,21.0%,-2.0%,0.0%,7.6%,2.6%,2.4%,-15.3%,-0.5%,-0.3%,-1.4%
O=S(=O)(c1cccc2cccnc12)N1CCCc2ccccc21,0.0%,2.2%,-5.6%,-2.2%,-0.3%,0.2%,-3.2%,3.8%,-3.1%,59.0%[activator],-9.5%
CCOc1ccccc1C(=O)NC(C(=O)NCc1ccccc1OC)C(C)C (stereo not drawn),-2.4%,-2.8%,-1.9%,-1.8%,1.8%,-2.6%,3.2%,1.9%,-8.9%,-2.5%,15.8%
Cc1ccc(C(=O)N/C(=C\c2cn(S(=O)(=O)N(C)C)c3ccccc23)C(=O)N2CCCC2)cc1,-15.2%,-4.0%,-1.3%,0.1%,7.2%,5.5%,-6.3%,u,-7.7%,-0.7%,12.2%
COc1ccc([C@@H]2CC=C(C(=O)O)CN2S(=O)(=O)c2ccc(C)cc2)cc1OC,-7.6%,x,-4.6%,-0.6%,6.1%,x,6.9%,3.6%,0.7%,x,x
O=C(COC(=O)CCc1nc2ccccc2s1)NCc1ccco1,-8.3%,18.4%,-4.8%,-1.5%,x,1.2%,2.6%,7.1%,0.4%,0.1%,-1.9%
CCC(=O)N/N=C/c1ccc(OS(=O)(=O)c2ccccc2)cc1,-14.3%,-2.4%,-2.3%,0.2%,1.1%,x,-4.5%,-0.5%,-1.8%,7.9%,25.7%
NC(=O)N/N=C/c1cn(-c2ccccc2)nc1-c1ccccc1,33.0%,u,19.3%,17.5%,-8.2%,4.0%,5.7%,6.75µM*,u,-1.2%,-17.5%
CC(=O)N1C(c2ccccc2O)C[C@]2(C)CC(=O)NC12 (stereo partly drawn),-19.6%,-3.9%,-0.1%,-6.4%,-0.6%,-5.3%,0.2%,1.6%,0.8%,-1.4%,9.7%
COc1ccc(N(CCC#N)C(=O)/C(C#N)=C\c2cccs2)cc1,-8.4%,22.0%,1.7%,-3.9%,-2.3%,23.6%,0.5%,-4.0%,7.6%,26.4%,-2.7%
Cc1nnsc1C(=O)NC1CCCc2c1cnn2-c1cc(F)cc(F)c1 (stereo not drawn),-16.3%,0.0%,4.2%,3.1%,-12.3%,-2.0%,-21.2%,-2.9%,2.1%,u,15.6%
CCCn1c(SCC(=O)NCc2ccco2)nc2c1c(=O)n(C)c(=O)n2C,1.8%,x,-2.1%,2.6%,2.1%,-2.9%,-9.0%,-1.8%,3.1%,1.9%,1.5%[0.365 µM]
Cc1ccc(S(=O)(=O)N2CCC(=O)N(CCOCc3cccc(C)c3)CC2)cc1,-6.3%,12.7%,-0.9%,-5.5%,6.2%,-11.4%,1.6%,4.6%,1.6%,6.3%,7.3%
Cc1cc(N2CCN(S(=O)(=O)c3ccccc3)CC2)c2ccccc2n1,-31.1%,u,1.1%,5.2%,-16.5%,-0.2%,-5.3%,4.1%,-5.1%,1.9%,u
COc1cccc2c(Nc3ccccc3C)cc(C)nc12,-47.9%,-7.3%,-3.9%,-7.4%,-9.5%,-1.6%,-2.3%,0.2%,-11.9%,2.5%,-22.7%
COC(=O)COc1nc(C)c2c(c1C#N)CC(C)(C)OC2,-14.7%,10.0%,-0.2%,-4.3%,2.7%,-2.0%,0.1%,4.9%,6.2%,-2.3%,-18.2%
Cc1cc2c(OCC(O)CNCc3ccco3)cccc2[nH]1 (stereo not drawn),13.9%,3.7%,0.5%,0.7%,-1.2%,-10.5%,-6.4%,-0.1%,0.4%,6.7%,-3.0%
COc1ccc(Cl)cc1S(=O)(=O)N1CCCC(C(=O)N2CCOCC2)C1 (stereo not drawn),0.0%,4.8%,4.0%,-5.2%,-4.3%,-8.6%,-13.8%,-0.6%,-1.9%,-1.2%,-29.2%
COc1ccc(OC)c(NC(=O)Cn2cnc3c(cnn3-c3ccccc3)c2=O)c1,-4.7%,-0.1%,0.6%,-1.4%,9.9%,-4.8%,-8.3%,2.1%,3.8%,u,-34.4%
COc1ccc(C(=O)N2CCN(C(=O)c3ccco3)CC2)cc1,-5.0%,-2.8%,2.9%,1.1%,2.4%,-6.7%,12.5%,-0.5%,1.1%,-2.6%,-24.0%
Cn1c(CC(=O)c2ccc(Br)cc2)[n+](C)c2ccccc21,-33.3%,-9.5%,-8.8%,-7.0%,2.6%,-3.7%,-1.6%,0.5%,-4.7%,-0.3%,8.7%
COCCNC(=O)c1ccc2c(=O)n(Cc3ccco3)c(SCC(=O)Nc3ccc(OC)cc3OC)nc2c1,1.1%,u,-2.3%,0.5%,-6.3%,-2.2%,-17.7%,0.7%,4.9%,0.8%,u
CCn1c(COc2ccc(Cl)c(C)c2)nnc1SCC(=O)N1CCCC1,-34.2%,-11.3%,-1.3%,0.0%,-1.0%,-6.6%,-3.0%,-3.7%,-5.2%,-2.6%,5.6%
COc1ccc(/C=N/NC(=O)C[n+]2ccccc2)c(OC)c1,-6.9%,4.5%,-3.5%,0.0%,u,4.1%,-5.7%,-1.1%,-1.3%,2.7%,25.2%
COc1cc([N+](=O)[O-])ccc1NC(=S)Nc1cccc(C(=O)O)c1,-0.8%,0.7%,-2.8%,3.2%,-1.1%,34.6%[activator],17.0%,-0.3%,4.8%,-2.6%,7.4%
CCCOc1ccc(C(=O)Nc2cc(S(=O)(=O)N3CCOCC3)ccc2N2CCOCC2)cc1,-24.8%,x,-5.3%,-6.0%,-1.1%,x,0.9%,3.3%,0.3%,x,x
COc1ccc(S(=O)(=O)NCc2ccco2)c2ccccc12,-38.6%,17.3%,1.2%,0.1%,5.8%,2.9%,0.5%,1.2%,-1.0%,-2.0%,22.0%
COc1cc(C2/C(=C(/O)c3ccc(OCC(C)C)cc3)C(=O)C(=O)N2CCN(C)C)ccc1O (stereo not drawn),4.1%,2.2%,1.4%,-5.3%,-17.4%,21.7%,-2.4%,-0.3%,0.8%,-8.4%,-0.6%
Cc1ccc(CNC(=O)COC(=O)c2cncc(Br)c2)cc1,4.7%,9.4%,-4.4%,-0.1%,2.0%,x,5.4%,2.5%,0.0%,19.0%,9.2%
Cc1cc(OCC(=O)N2CCCC2)cc(C)c1Cl,0.3%,-21.4%,4.0%,0.8%,-4.4%,-11.7%,-1.5%,-0.8%,12.1%,1.5%,-59.1%
COc1ccc(-n2nnc3c(=O)n(CC(=O)NCC4CCCO4)cnc32)cc1 (stereo not drawn),-0.2%,2.0%,0.0%,-0.2%,x,-7.8%,-14.8%,-1.3%,0.6%,-6.2%,-3.7%
Oc1[nH]c2ccccc2c1C=Nc1ccccc1,60.3%,-1.3%,u,u,-16.6%,x,u,u,u,-1.5%,-6.7%
C/C(CC(=O)Nc1ccccn1)=N\NC(=O)c1ccc([N+](=O)[O-])cc1Cl,-37.9%,-23.1%,-1.7%,-3.0%,-1.4%,u,-1.9%,2.8%,-0.6%,-3.0%,-35.1%
CCCCOc1ccc(Cl)cc1CSc1n[nH]c(C)n1,-1.3%,-14.8%,-5.2%,-1.3%,x,-0.7%,-4.6%,-1.4%,-9.8%,-11.3%,37.5%

# The list is partial. The share of hits here may be higher or lower than overall.
